Bioassay records as filed in PubChem BioAssay.
Giardia kill = kills Giardia lamblia. activity change, % at 7.66 µM, hits read low. AID 540267. Giardia lamblia trophozoite viability. 340,000 tested, 0.15% active; in the data active = activity change below about -80%; inconclusive = between about -30% and that limit;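 note: parasites exposed to compound for two days anaerobically before the ATP read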
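ATP-content bioluminescence gauges trophozoite survival. Cells (100/well) receive compound and incubate anaerobically for 48 hrs at 37 deg C; detection reagent follows for 15-30 min at room temperature.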
Chronic BCR inh = inhibitors of chronic active B-cell receptor signaling; AID 493014; 340,000 tested, 0.05% active; Potency, µM (highest dose often 46.1 µM), for the others: at the highest dose ratio change, negative = lower green/red ratio, hits mostly inhibitors; ABC-DLBCL IkBa-CBG/CBR reporter, luminescence ratio, 4 h; active = well fitted inhibition curve with a large enough effect in the signal ratio, with a control signal flat, not every such curve was filed as active; inconclusive = small, poorly fitted or top-dose-only effect, or effect the other way, or a change in a side signal; the % refers to the signal ratio;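 note: potency is the fitted concentration of half-maximal effect; plate controls were basal doxycycline-induced cells for no effect and cells given 10 µM MG132 for full effect; MG132 reads +100%, hits lower the ratio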
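Compounds up to 46 uM were incubated four hours with TMD8 cells whose green CBG68 luciferase is fused to IkappaBalpha; red CBR luminescence normalised the signal, and concentration-effect curves were fitted to fusion, red and ratio data.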
KCNH2 3.1 block = inhibitors of human KCNH2 3.1 potassium channel isoform. U2OS KCNH2 3.1, thallium flux FluxOr; stronger effect = lower value. 340,000 tested, 0.95% active. activity change, % (tested at about 1.8 µM);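 active = maximum activity change below -70%; inconclusive = maximum activity change from -70% to -50%; inactive = maximum activity change above -50%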;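 note: thallium influx rate constant from kinetic fluorescence after stimulation buffer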
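Thallium flux read-out: FluxOr dye with Red40 quencher in HBSS/HEPES, 45 min at RT. Rate constants from kinetic reads were normalized to positive and negative DMSO controls. Cells: U2OS virally expressing the 3.1 isoform.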
B2AR arrestin = agonists driving beta-arrestin recruitment to human beta2-adrenergic receptor; Potency, µM (doses to about 46.1 µM), for the others: at the top dose activation, usual class: activators; P07550; beta-arrestin recruitment to beta2AR, cell-based reporter; AID 492947; 330,000 tested, 0.02% active;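 note: potency is the fitted concentration of half-maximal effect; 0% = DMSO controls and full agonism = EC100 isoproterenol or metaproterenol; nearly all actives have a fitted effect of over 65% in size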
KCNH2 WT inh = inhibitors of human wildtype KCNH2 potassium channel; activity change, % at 1.84 µM; AID 720551; U2OS, BacMam KCNH2, thallium flux FluxOr; stronger effect = lower value; 340,000 tested, 0.37% active;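 active = maximum activity change below -70%; inconclusive = maximum activity change between -70% and -50%; inactive = maximum activity change above -50%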
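U2OS cells transduced with wild-type KCNH2 virus are loaded with FluxOr dye for 45 min, and thallium flux is measured in kinetic reads before and after stimulation buffer. Rate constants are normalized to DMSO controls.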
Coupling enz = counter-screen for Giardia aldolase inhibitors: coupling enzyme system; coupling enzyme system counterscreen, AmpLite Red fluorescence; activity change, negative = inhibition, % at 58.2 µM, hits read low; 290,000 tested, 0.67% active; AID 2472; in the data active = activity change below about -30%
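Activity here indicates interference with the coupling reaction, not aldolase inhibition. Compounds at 57.5 uM final met coupling enzymes for 10 min at RT; substrate and AmpLite Red detection followed, with a 525/598 nm fluorescence read after 20 min.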
PKM2 act = activators of human pyruvate kinase M2; 260,000 tested, 0.34% active; AID 1631; Potency, µM (doses to about 57.5 µM), without a hit: at the highest dose activation, most hits filed as activators; purified PKM2, Kinase-Glo ATP luminescence, activation; response scale: 0% is enzyme alone, no compound; P14618; note: potency is the fitted concentration of half-maximal effect; nearly all actives have a fitted effect of over 55% in size
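Kinase-Glo luminescence reports ATP generated from ADP (0.1 mM) and PEP (0.5 mM) by purified hPK-M2 after 1 h at room temperature, pH 7.2 imidazole buffer; intermediate enzyme activity allows detecting inhibitors and activators.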
Eya2 phos inh = Eya2 (human) phosphatase inhibition; Potency, µM (top dose mostly 76.9 µM), for the others: at the highest dose activity, negative = inhibition, hits mostly inhibitors; recombinant Eya2, OMFP fluorescence dephosphorylation (OMFP is methylfluorescein phosphate); 330,000 tested, 0.006% active; O00167; note: potency is the fitted concentration of half-maximal effect
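Eya2 protein (added as 0.2 uM solution) was preincubated with compound for 10 min at ambient temperature in 50 mM HEPES pH 7.5, 50 mM NaCl, 5 uM MgCl2, 0.05% BSA, 1 mM DTT. OMFP (added at 50 uM) then reacted 10 min; fluorescence read at 485/525 nm.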
uPA surface inh = cell surface uPA generation inhibition | cell surface uPA generation assay, qHTS | Potency, µM (titrated, usually from 38.3 µM), for inactives: at the top dose activity change, negative = inhibition, usual class: inhibitors | 330,000 tested, 0.31% active; active = well fitted inhibition curve with a large enough effect; inconclusive = small, poorly fitted or top-dose-only effect; inactive = no such curve, though single readings can be large or run the other way; tested in mouse RAW 264.7 cells; note: potency is the fitted concentration of half-maximal effect; nearly all actives have a fitted effect of over 55% in size
USP2a inh = inhibitors of human ubiquitin-specific protease USP2a. O75604. USP2 core, Ub-CHOP2 coupled fluorogenic reporter, 485/531. Potency, µM (doses to about 38.3 µM), for the others: top-dose activity change, negative = inhibition, most hits filed as inhibitors. 330,000 tested, 0.01% active;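 note: potency is the fitted concentration of half-maximal effect; plate controls were DMSO wells for no effect and full inhibition by NEM control for full effect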
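Cell-free coupled assay: 10nM USP2 core preincubated 30min RT with compound in Tris-HCl pH 8.0/CaCl2/CHAPS buffer, then 25nM Ub-CHOP2 and 25nM reporter substrate; fluorescence (Ex 485/Em 531) read after 60min RT, normalized to NEM inhibition, concentration-response curves fitted.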
GALK inhibitor = inhibitors of human galactokinase. AID 1868. Purified GALK, Kinase-Glo residual ATP luminescence. Potency, µM (top dose mostly 57.5 µM), for the others: top-dose activity change, negative = inhibition, hits mostly inhibitors. 270,000 tested, 0.007% active. P51570; note: potency is the fitted concentration of half-maximal effect
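5 nM enzyme, 35 uM ATP, 100 uM galactose, 20 mM HEPES pH8.0, 5 mM MgCl2; 1 h RT; residual ATP by Kinase-Glo Plus luminescence, qHTS format.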
The depositor's hits bear a star; ? = inconclusive; . = not tested or not shown; [ ] = another dose, or the depositor's remark. Unless noted, calls come from the whole dose curve; as a rule, active = well fitted curve in the direction sought with a large enough effect; inconclusive = small, poorly fitted or top-dose-only effect, or another doubt; inactive = no such curve, though single readings can be large; an effect the other way counts as inactive or inconclusive. Unless noted, % is set by controls: 0 for no effect and ±100 for the full control effect. Not a hit list; any-hit rate near 2.4%.

molecule	Giardia kill	Chronic BCR inh	KCNH2 3.1 block	B2AR arrestin	KCNH2 WT inh	Coupling enz	PKM2 act	Eya2 phos inh	uPA surface inh	USP2a inh	GALK inhibitor
COc1ccc(/C=C/C(=O)OCC(=O)NCc2ccco2)cc1OC	-8.1	-3.3%	-0.1	0.3%	-4.1	-3.1	12.6%	-1.0%	-2.5%	0.1%	-0.1%
O=C1OC(/C=C/c2ccccc2)=NC/1=C/c1ccco1	-5.6	?	2.9	-0.5%	-0.2	3.1	-9.5%	-3.6%	-9.1%	1.3%	-0.1%
COc1ccc(NC(=S)N2CCN(c3ccccc3)CC2)c(OC)c1	-1.9	-2.3%	0.5	-0.5%	-7.9	6.6	-1.4%	?	0.6%	-3.1%	5.6%
Cn1c(Cl)cnc1C1CC(=O)c2cc(Cl)ccc2O1 (stereo unspecified)	-16.5	?	1.7	-0.3%	-5.1	1.7	?	-20.7%	-12.5%	1.6%	-0.3%
Oc1[nH]c2ccccc2c1N=Nc1c(F)c(F)c(Cl)c(F)c1F	1.3	?	-1.9	-0.5%	-7.1	0.1	.	-4.3%	6.4%	4.4%	-3.3%
CC1=NN(C(=O)c2ccc(Cn3cc([N+](=O)[O-])cn3)cc2)C(O)(C(F)(F)F)C1 (stereo unspecified)	-0.1	-0.3%	1.6	0.2%	2.6	2.1	-5.9%	2.8%	3.4%	6.4%	2.1%
COc1ccccc1C(=O)Nc1ccc(C2=NNC(=O)CC2C)cc1 (stereo unspecified)	-0.7	-0.7%	9.0	2.7%	6.4	1.3	-3.2%	-5.5%	-0.6%	1.1%	.
COc1cccc(NC(=O)c2sc3ncn(CC(=O)N4CCN(c5ccccn5)CC4)c(=O)c3c2C)c1	3.4	-0.2%	13.2	-0.1%	7.6	.	.	-0.9%	-2.9%	4.1%	-3.0%
COc1cc2cc(CN(Cc3cccnc3)C(=O)NCc3ccccc3)c(=O)[nH]c2cc1OC	18.4	?	5.9	0.3%	-1.3	-2.7	-0.6%	-21.6%	-6.0%	-1.9%	-3.1%
CCn1cc(C(=O)Nc2ccc(C(=O)N3CCCC3)cc2)c(=O)c2ccc(C)nc21	.	?	.	0.3%	.	4.0	-5.8%	-0.2%	.	-0.7%	2.2%
Cc1cccc(NC(=O)c2ccc(F)c(S(=O)(=O)NCc3ccco3)c2)c1	-8.5	6.8%	-10.8	-0.1%	0.5	.	.	-2.4%	-5.3%	1.8%	-8.0%
CC(=O)NC1C(=O)N=C(SCc2ccccc2)NC1=O (stereo unspecified)	-11.3	?	14.5	0.0%	5.5	1.3	-0.1%	14.2%	3.1%	4.0%	-1.0%
Cc1ccc(C(=O)NC2(C(F)(F)F)N=C3SCCN3C2=O)cc1 (stereo unspecified)	-24.1	0.4%	-3.3	-0.1%	7.9	3.3	1.9%	4.3%	4.4%	3.4%	-0.2%
CCC1CSC(=Nc2ccc(C)cc2)N1C(=O)CN1C(=O)NC2(CCCC2)C1=O (stereo unspecified)	-2.8	-9.2%	-0.6	0.0%	-11.9	2.2	-1.4%	-0.7%	8.91µM*	-4.6%	-2.1%
CC(=O)/C(=N/Nc1ccccc1)N1CCOCC1	0.4	2.2%	1.1	-0.3%	-5.2	0.1	-5.5%	-5.6%	.	0.7%	-1.7%
COc1ccccc1-c1nc(C(F)(F)F)c(OC)o1	2.5	1.4%	3.5	0.4%	-0.4	0.4	-15.8%	-1.0%	2.8%	-0.1%	-1.0%
C=CCOc1ccc2c(OC)c3ccoc3nc2c1OC	-15.5	-28.4%	-1.4	0.0%	-3.0	-0.1	5.4%	-14.7%	-7.0%	3.7%	0.1%
O=C(Nc1nccs1)c1ccc(NC(=O)c2ccco2)cc1	-13.3	?	1.5	0.2%	0.7	-3.7	1.2%	12.9%	0.3%	2.3%	-1.1%
O=C(CC1SC(N2CCOCC2)=NC1=O)Nc1ccc(Cl)c(C(F)(F)F)c1 (stereo unspecified)	10.5	0.5%	9.0	-0.1%	-4.3	.	.	3.3%	-0.4%	6.6%	.
C/C(CC(=O)Nc1ccc([N+](=O)[O-])cc1)=N/NC(=O)C1C2CCCCC21 (stereo unspecified)	4.9	1.1%	-37.8	2.9%	-30.4	0.5	0.2%	-9.2%	3.3%	1.5%	-0.4%
CC(=O)c1cccc(NC(=O)c2ccc(N(C)S(=O)(=O)c3ccc(C)cc3)cc2)c1	35.6[activator]	0.1%	19.4	-0.2%	6.3	.	1.4%	1.6%	-2.4%	-4.3%	0.9%
O=C(Cc1ccc(Br)cc1)OCC(=O)N1CCc2ccccc2C1	-1.9	1.9%	2.1	-0.9%	4.7	-0.9	11.7%	2.1%	-5.1%	-0.8%	0.2%
CC(C)(C)c1ccc(Cn2nc(CC(=O)O)c3ccccc3c2=O)cc1	4.7	-4.0%	-10.5	-0.1%	0.3	15.4	-9.4%	16.5%	2.0%	4.8%	0.2%
COc1ccc(CNC(=O)COc2cc3c(c4oc(=O)cc(C)c24)CCC(C)(C)O3)cc1OC	-7.4	-5.4%	5.1	-1.0%	0.1	2.9	3.9%	-11.8%	-3.9%	2.8%	.
CC(C)Cn1c(Cc2ccccc2)n[nH]c1=S	5.2	?	6.3	?	10.0	2.5	1.0%	5.3%	.	-0.3%	-3.4%
COc1ccc(OCC(=O)Nc2cc(S(=O)(=O)N3CCCCC3)ccc2OC)cc1	6.9	3.6%	-12.2	-2.3%	43.5	.	.	-16.2%	-2.4%	0.8%	.
O=C(CC(c1ccccc1)c1ccccc1)NCCOCc1ccccc1	-5.1	2.7%	4.7	-0.8%	0.2	-0.3	0.4%	-3.2%	3.4%	0.4%	0.1%
CCOC(=O)C1CCCN(C(=O)Cc2ccc(C)cc2)C1 (stereo unspecified)	?	11.4%	2.2	0.4%	-4.4	-2.9	-1.3%	8.4%	-4.1%	4.6%	0.2%
COc1cc(/C=C/C(=O)O)ccc1OS(=O)(=O)c1cc(C)ccc1C	-5.4	3.9%	33.3	-1.1%	3.9	8.1	8.0%	2.9%	2.7%	-0.8%	-4.4%
O=C(NC1CCN(C(=S)NCCc2ccccc2)CC1)C1CCCCC1	-13.3	-2.3%	16.7	0.0%	-9.7	-5.0	-7.8%	7.6%	-0.4%	0.8%	3.3%
COC(=O)[C@@]1(Cc2ccccc2)[C@H]2C(=O)N(Cc3ccccc3)C(=O)[C@H]2[C@H]2CN=C(SCC(=O)c3ccccc3)N21	-2.1	2.7%	12.5	-2.0%	2.5	.	.	2.6%	?	1.2%	.
CCc1nc(CN(C)C(=O)C2CCC(=O)N(Cc3cccc(F)c3)C2)no1 (stereo unspecified)	-9.5	2.5%	1.6	0.1%	-4.8	-0.7	0.0%	?	-3.3%	-1.3%	-0.4%
Cc1cc(OCc2nnc(SCC(=O)OC3CCCCC3)o2)ccc1Cl	-14.8	1.7%	3.9	0.0%	-4.6	-2.7	-2.5%	4.4%	4.7%	-0.9%	2.5%
Brc1cc(Br)c2ncnc(N3CCCCC3)c2c1	6.0	-9.0%	-0.8	-0.2%	-6.2	9.5	-0.9%	-5.7%	-2.7%	2.7%	5.8%
NS(=O)(=O)c1ccc(NC(=O)COc2ccc(Cl)cc2)cc1	1.8	-0.1%	-7.7	0.4%	-6.2	-0.4	.	-3.1%	-3.5%	-1.2%	-2.0%
COCCn1c(Cc2ccccc2)nnc1SCC(=O)NC1CC1	-4.7	-1.4%	1.0	-0.7%	-3.7	-1.2	.	-10.7%	5.3%	-5.6%	3.4%
O=C(CCN1CCCCC1=O)NC1CCCN(Cc2ccc(Cl)cc2)C1 (stereo unspecified)	4.7	-1.1%	9.2	-0.2%	-2.1	.	6.6%	-19.9%	4.6%	-10.6%	-2.3%
Cc1ccc(C)c(NC(=O)CSc2nc(N)c(NC(=O)c3cccs3)c(=O)[nH]2)c1	-13.8	6.8%	-2.8	-0.1%	-6.5	4.2	1.5%	2.0%	-0.8%	0.1%	.
COc1ccc(CCNC(=O)C(=O)NCC2CCCO2)cc1OC (stereo unspecified)	-6.7	-1.0%	3.1	-0.6%	-18.5	0.8	-0.2%	-2.8%	-13.8%	-0.5%	-1.0%
Cc1ccc(Oc2nc3c(c(=O)n(C)c(=O)n3C)n2C)cc1C	-4.7	?	30.9	-0.3%	-6.9	0.2	-2.1%	8.3%	4.7%	-0.8%	-0.9%
O=C(NC1C2CC3CC(C2)CC1C3)C1CC1 (stereo unspecified)	3.7	3.6%	-13.0	-0.7%	-4.7	1.8	2.3%	3.2%	1.5%	2.4%	0.3%
